# Ba/F3 V617F tox = reduced viability of JAK2V617F-dependent Ba/F3 cells, primary screen, JAK2V617F inhibitor project, cell-based, Ba/F3 EpoR-JAK2V617F, luminescence. ATP luminescence. inhibition, % at 5.6 µM. hit rate 1.1% among 220,000. AID 1446, 2008;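 active means inhibition above the campaign mean plus 3 SD over all tested compounds, cut at about 24% in these data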;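 further: cytokine-independent growth of Ba/F3 cells driven by EpoR plus mutant JAK2; 0% = DMSO-treated cells and 100% = JAK inhibitor I control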
# TRPML3 ag = human TRPML3 channel agonists, primary screen, cell-based, HEK293 TRPML3-YFP, Fluo-8 calcium fluorescence, 3 µM. Mucolipin-3 (Homo sapiens), Q8TDD5. 100% = the carbachol control signal. activation, % at 3 µM. hit rate 0.29% among 220,000;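 active means activation above its plate's cutoff, the mean activation of the plate's test wells plus 3 SD, cut at about 12% in these data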;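 further: 0% = DMSO only wells and 100% = carbachol wells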
#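 Test system – HEK293 line with stable expression of human TRPML3-YFP channel · Control set – carbachol 87 µM final as high control (100%), DMSO as low control (0%) · Signal – Fluo-8 calcium dye fluorescence, ex 470-495, em 515-575 nm · Incubation – 1-h 37 °C dye load, 5-s basal, 120-s post-compound reads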
# TNF necrop inh = inhibitors of TNF-alpha triggered necroptosis, primary screen, cell-based, Jurkat FADD-/-, single concentration. Jurkat FADD-/- TNF necroptosis rescue, ATP luminescence, 24 h; 0 = TNF only, 100 = no-TNF cells. activation (protection from cell death), % at 10 µM. hit rate 0.068% among 220,000;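 active means activation, meaning protection from cell death, of at least 50% relative to plate controls; inactive means activation below 50%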;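 further: necroptosis triggered by 40 ng/mL TNF-alpha added together with compound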
# Wee1 degr inh = Wee1 degradation inhibitors, primary screen, cell-based, HeLa, Wee1K328M-luciferase, luminescence; Wee1-like protein kinase (Homo sapiens), P30291; HeLa Luc-Wee1K328M stability; 100% = proteasome inhibitor MG132 effect; reporter increase, % at 5 µM; hit rate 1.2% among 220,000; AID 1321, 2008;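 active means activation above the mean of all tested compounds plus 3 SD, set per screening run, cut at about 8.8% in these data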;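 further: cells exposed to compound for 20 h before luminescence read; 0% = DMSO alone and 100% = MG132 at 30 µM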
# Target sequence (P30291 whole entry K328M): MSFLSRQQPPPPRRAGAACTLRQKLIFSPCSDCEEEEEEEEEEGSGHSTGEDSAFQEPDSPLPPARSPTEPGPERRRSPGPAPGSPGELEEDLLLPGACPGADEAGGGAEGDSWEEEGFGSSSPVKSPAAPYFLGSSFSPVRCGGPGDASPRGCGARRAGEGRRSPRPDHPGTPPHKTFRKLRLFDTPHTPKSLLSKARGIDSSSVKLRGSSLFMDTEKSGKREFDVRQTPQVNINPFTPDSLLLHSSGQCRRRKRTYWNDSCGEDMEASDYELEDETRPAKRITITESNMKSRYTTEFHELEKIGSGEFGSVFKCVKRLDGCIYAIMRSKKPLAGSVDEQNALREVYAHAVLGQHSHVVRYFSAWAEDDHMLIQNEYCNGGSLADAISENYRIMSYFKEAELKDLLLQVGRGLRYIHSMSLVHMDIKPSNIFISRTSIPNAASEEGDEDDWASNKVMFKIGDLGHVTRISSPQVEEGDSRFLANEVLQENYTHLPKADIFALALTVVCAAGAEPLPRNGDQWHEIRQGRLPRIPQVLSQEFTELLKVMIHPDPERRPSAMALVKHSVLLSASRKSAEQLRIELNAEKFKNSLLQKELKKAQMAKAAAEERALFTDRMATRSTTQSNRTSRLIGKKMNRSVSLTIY
# BaF3 parental = parental Ba/F3 cell viability inhibition, counter-screen for JAK2V617F inhibitor project, murine pro-B, CellTiter-Glo luminescence; CellTiter-Glo ATP luminescence; inhibition, % at 5.6 µM; hit rate 1.1% among 220,000; AID 1486, 2009;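 active means inhibition above a per-campaign cutoff, the mean inhibition of all tested compounds plus 3 SD, cut at about 27% in these data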;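 further: 0% = DMSO wells and 100% = JAK Inhibitor I control wells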
# TRPN1 ag = zebrafish TRPN1 channel agonists, primary screen, cell-based, HEK293, calcium fluorescence. transient receptor potential cation channel N1 (TRPN1/NompC), Danio rerio. HEK293 zebrafish TRPN1-YFP, Fluo-8 calcium fluorescence; 100% = response to 87 µM carbachol. activation, % at 3 µM. hit rate 0.18% among 220,000;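 active means activation above its plate's cutoff, the mean activation of test wells on that plate plus 3 SD, cut at about 19% in these data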;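 further: 0% = DMSO alone and 100% = 87 µM carbachol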
#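 Material: zebrafish TRPN1-YFP in HEK293 cells; Doses: single test compound dose, 3 µM nominal, 0.3% DMSO; Timing: dye loading 1 h at 37 °C, then 30 min room temperature; Technique: intracellular calcium fluorescence with Fluo-8; Benchmarks: high carbachol 87 µM, low DMSO alone.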
# CHOP inhibitor = inhibitors of CHOP promoter induction, primary screen, cell-based, unfolded protein response, luciferase reporter; AID 2732, 2010; inhibition, % at 10 µM; CHO-K1 CHOP-promoter luciferase, tunicamycin-induced, 15-18 h; hit rate 3.8% among 220,000;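 active means compounds that reduced the stress-induced luciferase reporter signal by more than about 70% of percent inhibition, limit read from the data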;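 further: 0% = tunicamycin plus vehicle and 100% = wells without tunicamycin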
# RBBP9 inhibitor = human RBBP9 inhibitors, primary screen, biochemical, fluorescence polarization, FP-Rh probe, HTS; AID 1515, 2009; recombinant RBBP9; inhibition, % at 7.94 µM; hit rate 0.2% among 220,000;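 active means inhibition above the campaign mean of all tested compounds plus 3 SD, cut at about 14% in these data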;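 further: plate controls were DMSO wells with RBBP9 for no effect and wells lacking RBBP9 protein for full effect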
# Target sequence (O75884 whole entry, looked up): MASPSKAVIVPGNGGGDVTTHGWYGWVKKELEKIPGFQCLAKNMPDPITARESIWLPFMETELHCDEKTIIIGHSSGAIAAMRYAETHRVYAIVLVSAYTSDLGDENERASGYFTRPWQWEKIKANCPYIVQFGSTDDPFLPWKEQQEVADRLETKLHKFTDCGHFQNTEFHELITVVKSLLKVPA
#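 system = RBBP9 protein | input = RBBP9 at 2.5 µM in dispensed solution, before mixing | measured by = fluorescence polarization (mP), excitation 525 nm, emission 598 nm | incubation = enzyme-compound preincubation 30 min, then probe labeling 45 min, 25 °C | buffer or medium = Tris-NaCl-Pluronic buffer, pH 8.0 | compound = single dose 7.94 µM | also added = FP-Rh probe, 375 nM dispensing solution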
# PPC-1+TRAIL kill = compounds killing PPC-1 cancer cells with TRAIL present, primary screen, TRAIL potentiator project, ATPLite luminescence, uHTS | PPC-1 cells + TRAIL, ATPLite viability luminescence | cell killing (% activity), % at 4 µM | hit rate 0.41% among 220,000 | AID 1443, 2008;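 active means cell killing above 50% in the first pass at 4 µM, then a duplicate retest at 5 µM averaging 50% or more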;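 further: plate controls were cells with TRAIL plus DMSO for no effect and medium-only wells lacking cells for full effect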
# Starred values were filed as active, the others as inactive; x = not tested or not shown.
SMILES,Ba/F3 V617F tox,TRPML3 ag,TNF necrop inh,Wee1 degr inh,BaF3 parental,TRPN1 ag,CHOP inhibitor,RBBP9 inhibitor,PPC-1+TRAIL kill
COc1cc(C)nc(NCc2ccccc2)n1,-1.4,0.6,-2.3,-1.6,3.6,0.6,33.2,1.3,27.5
Cc1ccc2cc(CN(Cc3ccco3)C(=O)NCc3ccccc3)c(=O)[nH]c2c1C,2.5,-0.7,1.4,-2.3,6.9,-1.2,8.7,-9.0,21.6
CSc1nc2c(c(=O)[nH]1)C(c1ccccc1)C1=C(CC(C)(C)CC1=O)N2 (centres undefined),2.1,1.2,0.8,-0.6,8.7,0.0,18.2,-9.8,3.1
CCCCOC(=O)n1c(=O)oc2ccccc21,2.0,0.3,-2.8,-2.6,4.8,1.6,9.0,0.1,12.2
CCOc1nc(-c2ccccc2Cl)ccc1C#N,4.8,-1.7,-7.2,-0.2,2.0,-2.2,70.7*,3.9,-6.8
Cc1noc(C)c1C(=O)Nc1sc(C)c(C)c1C#N,-2.2,0.9,-0.4,2.9,7.7,0.5,5.8,-8.8,-14.6
CCN(C(=O)CN(C)Cc1cccc(Cl)c1Cl)c1c(N)n(Cc2ccccc2)c(=O)[nH]c1=O,0.9,-0.4,1.0,-2.6,2.8,-0.5,12.4,-9.2,4.5
COc1cc(NC(=O)c2ccc3c(SCC(=O)O)c4c(nc3c2)CCCC4)cc(OC)c1OC,-3.7,-0.2,0.1,0.8,0.7,1.7,8.2,-1.2,12.5
Cc1cc2[nH]c(=S)[nH]c2cc1C,0.8,0.4,0.6,-0.8,9.0,-0.6,0.8,-8.5,5.5
Cn1c2ccc(F)cc2c2ncn(Cc3ccccn3)c(=O)c21,7.4,-0.2,1.5,1.9,-0.5,0.3,8.2,1.5,0.0
Cc1cc(S(=O)(=O)Nc2ccc(F)cc2)c(C)s1,-1.2,-0.8,-0.8,-1.4,0.3,-1.9,30.6,3.0,0.0
O=C(COc1ccccc1F)NCc1nc2ccccc2[nH]1,0.1,0.8,0.0,-1.9,3.4,-0.5,2.5,-5.4,6.4
O=c1[nH]c2ccsc2c(=O)n1-c1ccc(F)c(Cl)c1,-2.1,0.3,0.3,0.7,-2.2,1.4,-5.2,2.0,-8.6
CCN(CC)S(=O)(=O)c1ccc(OC)c(NC(=O)c2ccc(OC)c([N+](=O)[O-])c2)c1,1.1,-0.4,-5.8,0.9,-0.8,2.5,x,2.5,x
CCCC/C(O)=C1\C(=O)CC(C)(C)CC1=Nc1ccc(OC)cc1,11.8,-1.3,-0.2,4.8,8.0,-2.2,56.9,-7.1,2.1
Cc1cc(C)c(C2C(C#N)=C(N)Oc3n[nH]c(C)c32)cc1CN1CCCC1 (centres undefined),7.1,0.7,-3.5,0.6,8.2,1.0,27.9,-4.0,-13.4
CCC(CC)C(=O)NCCc1cc2cc(C)c(C)cc2[nH]c1=O,3.4,0.0,1.0,-2.8,7.0,1.8,20.1,-6.3,17.9
COc1ccc(/C=N/OCc2nc3c4c(ncn3n2)Oc2ccc3ccccc3c2C4c2ccccc2)cc1 (centres undefined),1.1,0.9,0.0,-0.1,7.6,0.1,0.7,4.2,11.7
COCCn1cc(C(=O)NCCCN2CCC(C)CC2)c2c3ccccc3n(C)c2c1=O,-0.6,0.4,2.6,13.6*,2.9,0.6,12.1,5.8,-1.1
O=C(Nc1nc2n(n1)C(c1ccccc1)C=C(c1ccccc1)N2)c1ccco1 (centres undefined),3.4,0.6,-0.5,-0.3,0.9,1.3,28.6,-4.8,8.6
O=C(CN1CCN(S(=O)(=O)c2ccc(Cl)cc2)CC1)Nc1ccc(F)cc1F,3.0,1.0,-1.6,8.5,5.1,-0.4,24.6,-5.9,7.6
COc1cccc(-c2nn(C)c3sc(C(=O)NCc4ccccn4)cc23)c1,-4.5,0.5,5.8,0.4,4.2,-1.6,15.7,-2.8,4.7
CCCOC1(NC(=O)c2ccccc2)C(C)=CC(=O)C=C1C,-2.0,-0.1,0.5,-0.7,-1.0,-0.2,-18.0,-4.8,22.8
CCN(CC)C(=O)N1CCC(NC(=O)c2ccc(C(C)(C)C)cc2)CC1,1.2,1.1,1.4,-1.1,4.4,1.2,31.3,-1.8,9.1
O=C(CCl)Nc1cn(-c2ccccc2)nc1-c1ccc(F)cc1,3.4,0.4,-13.4,-3.3,-1.1,-2.5,105.3*,4.5,21.0
Cc1cccc(NC(=O)COc2ccc3oc4c(c3c2)CCCC4)n1,-1.6,-0.3,0.9,0.5,4.2,-1.6,7.7,-12.4,-0.2
COc1cc(NC(=S)N(C)CCC#N)c(OC)cc1Cl,-2.3,0.2,-0.6,-3.7,-2.1,-0.7,5.3,-1.6,17.0
Clc1ccccc1Sc1cnc2ccccc2n1,-1.6,0.5,2.2,0.3,6.0,-1.0,43.1,5.2,-14.1
O=C(COc1c(Br)cc(Br)c2cccnc12)Nc1ccccc1F,1.8,0.7,-0.5,0.0,12.3,-0.1,9.8,4.8,7.6
O=C(O)c1cccc(N2C(=O)c3ccc(C(=O)c4cccc([N+](=O)[O-])c4)cc3C2=O)c1,5.4,0.1,-1.0,1.2,-3.5,2.1,-5.0,-14.6,3.4
Cc1cc(N2CC(C)OC(C)C2)nc2ccccc12 (centres undefined),4.9,-0.2,-1.3,-1.9,5.1,-2.8,39.9,-3.1,23.7
CCOC(=O)c1c(C)[nH]c(C(=O)C(C)OC(=O)c2cccc(OCc3c(C)noc3C)c2)c1C (centres undefined),-4.5,1.0,-0.5,5.2,3.3,0.8,80.2*,-18.6,17.7
O=C(CSc1nc2c(c(=O)n1-c1ccc(Br)cc1)SCC2)NCc1ccco1,0.8,-0.3,-1.3,1.7,2.3,-0.8,42.4,-11.1,6.8
Cc1nnc2n(-c3ccccc3)c(=O)c3c4c(sc3n12)COC(C)(C)C4,1.3,0.9,-1.5,1.6,3.6,-0.5,36.3,-1.4,23.3
O=S(=O)(c1ccc(Cl)cc1)N1CCN(Cc2c[nH]c3ccccc23)CC1,-2.5,0.2,3.3,-3.3,4.2,-0.3,71.0*,-10.9,-4.4
COc1ccc(N(C)S(=O)(=O)c2cccc(C(=O)Nc3nc4ccccc4[nH]3)c2)cc1,3.0,1.1,-4.4,-2.9,6.3,0.2,-0.2,-18.7,12.6
COCCn1c(C)cc(C(=O)COC(=O)c2c(C)nn(Cc3ccccc3)c2C)c1C,0.3,1.0,-1.9,-0.6,8.2,0.2,45.7,-9.2,4.0
CC1=N/C(=C\c2ccc([N+](=O)[O-])cc2)C(=O)N1c1ccc(Br)c(C)c1,2.2,0.2,-9.5,-0.6,11.9,0.8,32.9,-2.0,-2.8
O=c1[nH]c2c(c3c1CCCC3)CCCC2,3.1,-1.4,-1.6,-2.8,6.1,-1.1,39.3,-0.6,18.5
S=C(Nc1ccc(Nc2ccccc2)cc1)Nc1ccccn1,1.5,1.6,-7.2,0.6,9.4,2.0,0.4,0.2,23.3
COc1cc(C(=O)NCC(c2cccs2)N(C)C)cc(Cl)c1OC(C)C (centres undefined),3.5,0.7,3.2,3.6,4.4,0.7,0.6,-10.9,22.2
CCCCN(C)C(=O)c1nc2ccccn2c1CN(C)Cc1csc(C)n1,0.5,0.7,-0.1,-1.8,3.5,1.7,2.6,8.2,2.5
O=C(NCCc1c[nH]c2ccccc12)c1cnccn1,0.1,0.3,-0.4,6.2,0.9,0.6,-9.0,-14.3,-7.2
COC(=O)CSC1=C(C#N)C(c2ccc(F)cc2)CC(=O)N1 (centres undefined),2.0,0.6,0.4,-1.0,42.8*,-0.3,36.6,-6.5,9.8
Cc1ccc(-c2nn(-c3ccccn3)c(=O)c3ccccc23)cc1,-1.2,-0.2,-0.5,-2.7,5.4,1.1,15.4,-10.7,11.2
CCOC(=O)C1(Cc2cccc(F)c2)CCN(Cc2nc(CC)[nH]c2C)CC1,-2.8,0.4,0.2,-2.5,4.4,0.9,0.1,-3.5,7.0
COc1cc(C2C(C(C)=O)=C(O)C(=O)N2CCc2c[nH]c3ccccc23)ccc1O (centres undefined),-1.1,-0.1,0.9,1.0,3.3,3.1,2.2,-5.2,-2.6
O=S(=O)(c1ccc(Br)cc1)c1cnc2ccccc2n1,-0.2,-0.2,5.2,6.6,17.1,-0.5,-6.9,0.4,11.8
CCCCC(c1nnnn1CC1CCCO1)N1CCN(c2ccccc2)CC1 (centres undefined),-1.6,0.2,0.8,2.1,5.0,-0.5,10.8,-9.9,12.6
Fc1ccc(Cl)cc1/C=N/n1cnnc1SCc1ccccc1,-1.8,-0.2,-0.4,7.5,6.0,-0.2,28.1,-2.5,-8.3
CCOC(=O)c1c(/N=C/c2cccc(C)c2O)sc2c1CCN(C)C2,-0.4,0.8,1.6,-1.4,-1.6,0.6,30.7,-7.1,14.5
CC1CCCCN1C(=O)Cn1cc(C=O)c2ccccc21 (centres undefined),-0.8,0.0,1.6,-1.9,-0.6,-0.8,3.9,-3.8,8.5
O=C1c2oc3ccc(Br)cc3c(=O)c2C(c2cccc(F)c2)N1CCO (centres undefined),-1.2,0.4,15.4,-1.1,1.8,0.9,24.4,1.9,9.4
CC(C)Sc1nc(N)c2c3c(sc2n1)CN(C)CC3,-0.6,0.8,0.7,2.6,8.2,1.9,41.6,-7.4,-8.6
Cc1nc2c(sc3nc4c(cc32)COC(C)(C)C4)c(=O)o1,-1.2,0.1,-0.5,-1.5,2.1,0.4,-15.4,-1.6,1.7

# Three entries from above, bar-delimited.
SMILES | Ba/F3 V617F tox | TRPML3 ag | TNF necrop inh | Wee1 degr inh | BaF3 parental | TRPN1 ag | CHOP inhibitor | RBBP9 inhibitor | PPC-1+TRAIL kill
CCCCC(c1nnnn1CC1CCCO1)N1CCN(c2ccccc2)CC1 (centres undefined) | -1.6 | 0.2 | 0.8 | 2.1 | 5.0 | -0.5 | 10.8 | -9.9 | 12.6
Fc1ccc(Cl)cc1/C=N/n1cnnc1SCc1ccccc1 | -1.8 | -0.2 | -0.4 | 7.5 | 6.0 | -0.2 | 28.1 | -2.5 | -8.3
CCOC(=O)c1c(/N=C/c2cccc(C)c2O)sc2c1CCN(C)C2 | -0.4 | 0.8 | 1.6 | -1.4 | -1.6 | 0.6 | 30.7 | -7.1 | 14.5
